T cell modulator – T cell immune modulation candidate; actives 0.068% (n = 330,000); AID 2052; 2C CD8+ T cell-vesicle binding, flow cytometry; hits give low values; calls only at 7 µM;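 active = response, share of CD8 T cells binding vesicles, and their 90th percentile fluorescence all below set limits, cut at about 80% in these data, passing the limit was not always enough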
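Material: 2C TCR transgenic mouse naive CD8+ T cells, MACS-purified. Also added: QL9-charged Drosophila Ld/ICAM-1/B7-1 vesicles. Timing: binding 1.5 h at 37 °C. Measured by: high-throughput flow cytometry with anti-B7-1 and anti-CD8 staining. Read-out: percent CD8+ FL2 mean versus row control. Controls: Unloaded micro-vesicles (low), QL9 vesicles with 0.7% DMSO (high).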
WT yeast gro inh – growth inhibition of WT yeast, mitochondrial fusion screen | actives 2.1% (n = 190,000) | AID 1362 | inhibition, % at 10 µM | mitochondrial fusion phenotypic screen, WT strain; in the data active = inhibition above about 58%; tested in S. cerevisiae
MT stabilize HCS – stabilizes microtubules in HeLa cells. HeLa tubulin immunostaining HCS, 24 h; share of cells brighter than vehicle mean+2SD. AID 2205. actives 0.83% (n = 200,000). % tubulin-high responders, % at 10 µM;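 active = plate Z-score above 3 for both tubulin-high and condensed-nucleus cell shares, with cell loss under 80%, at 10 µM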;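 note: anti alpha tubulin signal scored within the nucleus-defined area of each cell; some results filed as inactive read as strong as hits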
West Nile virus CPE – West Nile virus antiviral activity, cell-based, CPE readout (AID 1621) | CPE inhibition, % at 10 µM; hits with a dose series show IC50 in µM | West Nile virus-infected cells, CPE inhibition; higher % means a stronger effect | actives 0.02% (n = 290,000); in the data active = a potency from the dose series; note: strong numbers were not always called active
Autophagy mod – alters autophagy in cells | actives 0.98% (n = 190,000) | MEF GFP-LC3 puncta imaging; test concentration mostly 10 µM | AID 463193 | calls only at 10 µM (by protocol);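 active = percentage of spot-positive cells more than 3 SD above its plate mean, without a fluorescence outlier flag or 80% toxicity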;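 note: spot-positive cell cutoff set from DMSO-treated cells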
Insulin prom up – MIN6 insulin promoter up-regulation. MIN6 insulin promoter-GFP reporter, high-content imaging; hits give high values. z-score at 5 µM. actives 0.3% (n = 190,000). AID 1625;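 active = z-score above 3 at 5 µM with at least 500 cells counted in the well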
Myeloid diff 2 – myeloid differentiation induction; ER-HoxA9 myeloid progenitors, lysozyme-GFP differentiation, flow cytometry; calls only at 10 µM; actives 1% (n = 360,000); AID 624256;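 active = normalized GFP-positive differentiation at or above the plate's own cutoff, the solvent-only control mean plus 3 SD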;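 note: cells exposed to compound for four days before flow analysis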
Hep lipid drop – hepatic lipid droplet formation modulation. AML12 mouse hepatocytes, oleate lipid droplets, BODIPY imaging. inhibition, % at 6.5 µM. actives 0.4% (n = 240,000). AID 1656;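 active = lipid droplet intensity inhibited by at least 50%, with more than 500 cells counted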
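Test system: AML12 mouse liver cells; schedule: overnight exposure; technique: high-content imaging of BODIPY-stained droplets and DAPI nuclei; read-out: % inhibition of corrected integrated BODIPY droplet signal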
bCat nuc transl – alters nuclear translocation of beta-catenin in HeLa cells; immunofluorescence imaging; nuclear translocation activity, % at 5 µM; actives 0.3% (n = 190,000);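 active = nuclear translocation activity above 50% at 5 µM, with a well cell count of 50 or more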;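 note: per-cell ratio of nuclear to cytoplasmic median beta-catenin stain intensity; plate controls were DMSO negative control for no effect and GSK-3 inhibitor IX positive control for full effect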
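assay system = human HeLa cells, endogenous beta-catenin | times = compound treatment 24 h, 37°C, 5% CO2 | detection = Anti-beta-catenin immunofluorescence on PFA-fixed, Triton-permeabilized cells, DAPI nuclei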
WT yeast gro inh mutant strain – second read-out of WT yeast gro inh, no call of its own (marks repeat the call); inhibition, %; mitochondrial fusion phenotypic screen, mutant strain inhibition
Insulin prom up cell count – second read-out of Insulin prom up, no call of its own (marks repeat the call); cell count; measured here: cytotoxicity, nuclei count;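 total cells summed across four imaged fields per well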
Hep lipid drop cells 6.5 µM – second read-out of Hep lipid drop, no call of its own (marks repeat the call); cell count; measured here: cell count, cytotoxicity flag;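 cells counted across two imaged fields per well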
bCat nuc transl cell count 5 µM – also measured in bCat nuc transl; calls as there; cell count; measured here: cell count, cytotoxicity flag
T cell modulator vesicle-bound % – also measured in T cell modulator; calls as there; double positive events, %; measured here: CD8+ vesicle-bound cell fraction;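 binding gate set so that unloaded-vesicle control wells show 10% double positive cells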
MT stabilize HCS Hoechst-high % – also measured in MT stabilize HCS; calls as there; % Hoechst-high responders; measured here: nuclear condensation Hoechst responders;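 share of cells brighter than vehicle mean plus two SD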
MT stabilize HCS cytotoxicity % – further read-out of MT stabilize HCS, marked with its call; toxicity, %; measured here: cytotoxicity by cell density;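 0% = mean cell density of plate MIN control wells and 100% = no cells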
Autophagy mod cell loss 18 h – also measured in Autophagy mod; calls as there; toxicity, %; measured here: cell loss, nuclei count;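 cell loss after 18 h compound exposure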
Myeloid diff 2 GFP+ MAC1+ % – also measured in Myeloid diff 2; calls as there; GFP+ MAC1+ double positive, %; measured here: differentiation confirmed by MAC1 staining
The depositor's hits bear a star; i = inactive; . = not tested or not shown. No enrichment for hits. About 3.9% of those tested had a hit in this group.

No.	compound	T cell modulator	T cell modulator vesicle-bound %	WT yeast gro inh	WT yeast gro inh mutant strain	MT stabilize HCS	MT stabilize HCS Hoechst-high %	MT stabilize HCS cytotoxicity %	West Nile virus CPE	Autophagy mod
1	COc1ccc(NC(=O)Nc2ccc3nonc3c2)cc1	i	24	.	.	.	.	.	-0.3%	.
2	Cc1ccnc2nc(C(=O)Nc3nc4ccccc4s3)nn12	i	20	.	.	.	.	.	0.2%	.
3	COc1ccc(NC2CCCN(C(=O)CCn3cccn3)C2)cc1 (stereo not drawn)	i	20	.	.	.	.	.	-0.4%	.
4	O=C(/C=C/c1ccccc1)c1ccc2c3c(cccc13)CC2	i	10	9	-9	2.4	4.4	7.0	1.6%	i
5	O=C(COC(=O)C1(c2ccccc2F)CCCC1)Nc1ncc(C(F)(F)F)cc1Cl	i	45	14	-15	2.3	3.0	12	-0.1%	i
6	CN(c1ccc(Cl)cc1)c1cc(=O)n(C)c2ccccc12	i	57	27	12	4.8	3.9	9.1	1.6%	i
7	CC(=O)N1C(=O)C2(C(C#N)=C(N)Oc3n[nH]c(-c4ccccn4)c32)c2ccccc21 (stereo not drawn)	i	40	0	13	3.3	2.5	2.6	.	i
8	CCC(C(=O)O/N=C(\N)c1ccccc1)c1ccccc1 (stereo not drawn)	i	31	26	8	3.7	1.5	2.4	0.1%	i
9	CCOc1ccc(CN(CCC#N)C(=S)NC(=O)c2ccccc2)cc1	i	38	44	32	4.3	2.4	3.1	-0.7%	i
10	Clc1cccc(CN2CCC(Cc3ccccc3)CC2)c1	i	17	48	56	1.5	0.8	9.1	-0.3%	i
11	O=C(Nc1ccc2oc(-c3ccccc3)nc2c1)C1CCCO1 (stereo not drawn)	i	12	0	-22	3.7	4.3	11	-0.2%	i
12	COC(=O)CN1C(=O)Nc2ccc(C)cc2C1c1ccccc1 (stereo not drawn)	i	21	-7	-8	3.5	2.2	2.6	0.1%	i

No.	Autophagy mod cell loss 18 h	Insulin prom up	Insulin prom up cell count	Myeloid diff 2	Myeloid diff 2 GFP+ MAC1+ %	Hep lipid drop	Hep lipid drop cells 6.5 µM	bCat nuc transl	bCat nuc transl cell count 5 µM
1	.	-0.39	1337	i	0.6	.	.	1.5	1213
2	.	0.12	1088	i	1.1	-3	713	-0.6	1379
3	.	.	.	i	0.8	32	696	.	.
4	-13	-0.75	1562	i	1.4	6	662	-0.7	1169
5	11	0.58	1241	i	0.4	-27	682	.	.
6	10	-0.38	1134	i	1.1	.	.	-4.3	1031
7	28	0.17	1268	i	0.0	-13	723	-0.4	1068
8	-3	-1	723	i	2.5	-3	791	-4.5	1120
9	-9	-0.39	1195	i	1.0	2	665	0.9	1141
10	18	0.02	1054	i	8.4	.	.	-0.5	1462
11	0	-0.02	1262	i	0.1	2	740	2.7	552
12	1	0.05	1451	i	0.3	-1	750	0.3	1094

7 entries from above, reformatted.
(6) CN(c1ccc(Cl)cc1)c1cc(=O)n(C)c2ccccc12
(7) CC(=O)N1C(=O)C2(C(C#N)=C(N)Oc3n[nH]c(-c4ccccn4)c32)c2ccccc21 (stereo not drawn)
(8) CCC(C(=O)O/N=C(\N)c1ccccc1)c1ccccc1 (stereo not drawn)
(9) CCOc1ccc(CN(CCC#N)C(=S)NC(=O)c2ccccc2)cc1
(10) Clc1cccc(CN2CCC(Cc3ccccc3)CC2)c1
(11) O=C(Nc1ccc2oc(-c3ccccc3)nc2c1)C1CCCO1 (stereo not drawn)
(12) COC(=O)CN1C(=O)Nc2ccc(C)cc2C1c1ccccc1 (stereo not drawn)
assay / entry	6	7	8	9	10	11	12
T cell modulator	i	i	i	i	i	i	i
T cell modulator vesicle-bound %	57	40	31	38	17	12	21
WT yeast gro inh	27	0	26	44	48	0	-7
WT yeast gro inh mutant strain	12	13	8	32	56	-22	-8
MT stabilize HCS	4.8	3.3	3.7	4.3	1.5	3.7	3.5
MT stabilize HCS Hoechst-high %	3.9	2.5	1.5	2.4	0.8	4.3	2.2
MT stabilize HCS cytotoxicity %	9.1	2.6	2.4	3.1	9.1	11	2.6
West Nile virus CPE	1.6%	.	0.1%	-0.7%	-0.3%	-0.2%	0.1%
Autophagy mod	i	i	i	i	i	i	i
Autophagy mod cell loss 18 h	10	28	-3	-9	18	0	1
Insulin prom up	-0.38	0.17	-1	-0.39	0.02	-0.02	0.05
Insulin prom up cell count	1134	1268	723	1195	1054	1262	1451
Myeloid diff 2	i	i	i	i	i	i	i
Myeloid diff 2 GFP+ MAC1+ %	1.1	0.0	2.5	1.0	8.4	0.1	0.3
Hep lipid drop	.	-13	-3	2	.	2	-1
Hep lipid drop cells 6.5 µM	.	723	791	665	.	740	750
bCat nuc transl	-4.3	-0.4	-4.5	0.9	-0.5	2.7	0.3
bCat nuc transl cell count 5 µM	1031	1068	1120	1141	1462	552	1094

(more compounds)
No.	compound	T cell modulator	T cell modulator vesicle-bound %	WT yeast gro inh	WT yeast gro inh mutant strain	MT stabilize HCS	MT stabilize HCS Hoechst-high %	MT stabilize HCS cytotoxicity %	West Nile virus CPE	Autophagy mod
13	Cc1ccc(-n2nc(C)c3c(=O)[nH]c(C(F)(F)F)nc32)cc1	i	46	-16	-22	3.6	3.1	5.3	0.6%	i
14	O=C(Cn1nnc(-c2cccc(C(F)(F)F)c2)n1)NC(=O)NCc1ccco1	i	48	-6	-5	3.0	0.5	22	0.0%	i
15	COc1ccc(-c2c(C#N)c(N)nc3c2CCCCCC3)cc1OC	i	22	9	15	0.6	0.7	2.8	-0.4%	i
16	Cc1cc(C(=O)CSc2nc(N)cc(=O)[nH]2)c(C)n1-c1cccc(F)c1	i	50	0	-10	7.4	1.5	12	-0.1%	i
17	Cc1[nH]c(=O)c(C(=O)c2cc(Cl)ccc2O)cc1C(=O)O	i	52	-10	7	4.1	2.1	6.2	-0.4%	i
18	Cc1ccc(C(=O)NCCNC(=O)CN2CCCC2)cc1	i	11	4	0	4.7	5.4	5.4	-0.5%	i
19	CCOC(=O)Cn1cnc2c(sc3nc(C)cc(C)c32)c1=O	i	25	.	.	.	.	.	-0.1%	.
20	CCCCCCC(=O)Nc1ccc(Br)cn1	i	65	.	.	.	.	.	0.4%	.
21	O=C(Nc1ccc(F)c(Cl)c1)Nn1cnnc1	i	12	.	.	.	.	.	0.0%	.
22	CCOC(=O)N1CCN(C(=O)CN(c2ccccc2OC)S(=O)(=O)c2ccc(OC)cc2)CC1	i	46	-2	-18	2.7	2.7	8.1	0.1%	i
23	COC(=O)c1cc(COC(=O)c2nc3nc(C)cc(C)n3n2)oc1C	i	24	1	-24	3.6	2.0	3.4	-0.3%	i
24	CCOC(=O)c1[nH]c2ccc(OC)cc2c1NC(=O)c1nonc1C	i	57	1	20	2.3	2.6	5.0	-0.4%	i

No.	Autophagy mod cell loss 18 h	Insulin prom up	Insulin prom up cell count	Myeloid diff 2	Myeloid diff 2 GFP+ MAC1+ %	Hep lipid drop	Hep lipid drop cells 6.5 µM	bCat nuc transl	bCat nuc transl cell count 5 µM
13	-12	0.77	1372	.	.	74*	616*	.	.
14	-4	0.37	1287	i	0.6	.	.	-2.7	951
15	-2	1.1	916	i	0.6	-24	796	.	.
16	-3	-0.5	1400	i	2.5	-18	638	4.4	1039
17	-8	1.9	1643	i	0.1	14	699	-0.8	1024
18	10	-0.96	1304	i	0.6	.	.	-6.2	1008
19	.	0.34	1091	i	0.5	-6	683	1.6	1351
20	.	-0.54	940	i	0.3	11	692	1.3	1337
21	.	.	.	i	0.5	-2	569	.	.
22	-8	-0.09	1437	i	0.1	0	674	-2.4	1177
23	14	0.79	1181	i	0.3	2	669	-1.8	1067
24	2	-0.26	1075	i	0.8	.	.	-1.2	1070

Following part:
No.	compound	T cell modulator	T cell modulator vesicle-bound %	WT yeast gro inh	WT yeast gro inh mutant strain	MT stabilize HCS	MT stabilize HCS Hoechst-high %	MT stabilize HCS cytotoxicity %	West Nile virus CPE	Autophagy mod
25	CCC(Sc1ncnc2sc(C)c(C)c12)C(=O)OC (stereo not drawn)	i	40	22	32	2.0	0.9	12	1.1%	i
26	CC(C)c1ccc(Nc2nc(Cl)nc(Cl)n2)cc1	i	26	.	.	.	.	.	0.7%	.
27	CCCCn1c(=O)c(CCC(=O)OCC(=O)Nc2ccc(F)c(Cl)c2)nc2ccccc21	i	55	-8	-15	2.7	2.6	10	0.2%	i
28	Cc1ccc(S(=O)(=O)N(C)C)cc1NC(=O)c1cc(C(C)(C)C)nn1Cc1ccccc1	i	18	.	.	.	.	.	-1.1%	.
29	CC(Oc1ccc(F)cc1)C(=O)N1CCN(c2ncccn2)CC1 (stereo not drawn)	i	21	.	.	.	.	.	-0.1%	.
30	N#CCC(=O)N1CCN(C=O)CC1	i	17	-17	-5	2.4	1.8	7.1	-0.7%	i
31	O=c1oc(-c2ccccc2F)nc2scc(-c3ccccc3)c12	i	44	.	.	.	.	.	0.3%	.
32	Cc1cc2nc(-c3ccc(=O)[nH]c3)n(Cc3ccccc3)c2cc1C	i	50	.	.	.	.	.	0.6%	.

No.	Autophagy mod cell loss 18 h	Insulin prom up	Insulin prom up cell count	Myeloid diff 2	Myeloid diff 2 GFP+ MAC1+ %	Hep lipid drop	Hep lipid drop cells 6.5 µM	bCat nuc transl	bCat nuc transl cell count 5 µM
25	5	0.09	902	i	0.7	0	772	-5.5	1212
26	.	.	.	i	0.8	3	845	.	.
27	-4	0.5	1355	i	0.0	5	718	-0.4	982
28	.	-0.2	1338	i	0.7	21	686	1.1	976
29	.	.	.	i	6.5	-5	687	.	.
30	-6	0.32	1273	i	1.4	-4	717	-6.3	1155
31	.	-0.41	1285	i	0.6	2	738	1.3	1283
32	.	.	.	i	0.6	-19	814	.	.

Screens deposited in PubChem BioAssay by several laboratories.
